Screens (PubChem)
Lipid storage S3: qHTS Assay for Lipid Storage Modulators in Drosophila S3 Cells. Drosophila S3 cells, BODIPY lipid droplet fluorescence, 18-24 h; cells fed with added oleic acid. lipid storage change, negative = inhibition, % at the top dose, mostly 46.1 µM; hits show Potency in µM. hit rate 0.64% among 320,000. AID 2685; active means well fitted inhibition curve with a large enough effect in the signal ratio, with a control signal flat, not every such curve was filed as active; inconclusive means small, poorly fitted or top-dose-only effect, or effect the other way, or a change in a side signal; the % refers to the signal ratio
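Drosophila S3 cells loaded with oleic acid (400 uM, as added) and compounds at several concentrations; lipid droplets imaged by 488-nm laser-scanning cytometry, 500–530 nm intensity and object ratio to cell channel. Percent activity normalized to 20 uM Triacsin C.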
Lipid storage S3 cell count max: second read-out of Lipid storage S3, no call of its own (marks repeat the call); cell number change, %; measured here: cell count max response;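 cells counted by Cell Tracker Red CMTPX staining in the red channel; peak over a dose series mostly up to 46.1 µM; percent activity relative to internal control wells on each plate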
Numbers without * were called inactive; i = inactive; ? = inconclusive; · = no result given; [ ] = remark or other dose. On the % scale 0 is the no-effect control and ±100 the full control effect; potency means the concentration at half of the fitted maximal effect.

Sequence of screens: Lipid storage S3 cell count max, Lipid storage S3
COc1ccc(N2CC(NC(=O)N3CCN(c4ccccc4)CC3)CC2=O)cc1 (centres undefined)
 : -0.4, 3.0%
Cc1cc(O)ccc1N/C=C(\C#N)c1nc2ccccc2o1
 : ·, ?
CCOC1=NN(c2ncc(C(F)(F)F)cc2Cl)C(=O)/C1=C/N(C)C
 : 11.7, 9.0%
CCOc1ccc(-c2nnc(N)s2)cc1
 : ·, ?
O=C(CSCc1ccc([N+](=O)[O-])cc1)NC1CC1
 : ·, ?
CCCOc1ncnc2c1[nH]c1ccc(C)cc12
 : ·, ?
Nn1c(SCc2cccc(Br)c2)nnc1-c1cccnc1
 : ·, ?
Cc1cccc(C(=O)NCC(=O)Nc2ccncc2)c1
 : ·, ?
CC(=O)c1c(COC(=O)c2ccco2)nc2ccccc2[n+]1[O-]
 : 8.1, i
O=c1[nH]c2ccccc2cc1CN(Cc1cccnc1)S(=O)(=O)c1ccc([N+](=O)[O-])cc1
 : -23.6, i
CCOc1ccc(N2C(=O)C3C(c4ccccc4F)NN(C(=O)c4ccc(C)cc4)C3C2=O)cc1 (centres undefined)
 : -0.9, -5.5%
C[N+]1(CCn2ccc3ccccc32)CCCCC1
 : ·, ?
CCOC(=O)c1sc(NC(=O)C2CC(=O)N(c3ccc(OCC)cc3)C2)nc1C (centres undefined)
 : 15.4, 1.9%
Cc1occc1C(=O)NNC1=CC(=O)CC(C)(C)C1
 : ·, ?
CC1=C(C(=O)OCc2ccccc2)C(c2ccccc2OC(F)F)NC(=O)N1 (centres undefined)
 : -16.0, 21.8%
Cc1ccc(Cn2c(=N)c(C(=O)NC3CCCCC3)cc3c(=O)n4ccccc4nc32)cc1
 : -7.3, i
CC(=O)N1CCC(CCCC2CCN(C(C)=O)CC2)CC1
 : -14.5, 11.1%
Cc1ccc(C)c(C(=O)NCCN(C)C)c1
 : 6.0, -5.1%
CC1CCN(S(=O)(=O)c2ccc3[nH]c(=O)ccc3c2)CC1
 : 4.3, -14.7%
CC1(c2ccc(OC(F)F)cc2)NC(=O)N(CC(=O)Nc2ccc(S(N)(=O)=O)cc2)C1=O (centres undefined)
 : ·, ?
COc1ccc(CNC(C)CCc2ccccc2)cc1 (centres undefined)
 : -22.7, i
c1ccc(-c2ccccc2-c2nc(-c3ccncc3)no2)cc1
 : -19.0, i
Cc1cc(C(=O)NCCCC(=O)O)c(C)o1
 : ·, ?
CCN1C(=O)[C@H]2[C@H]3[C@H](O)[C@H](O)C/C(=N\O[C@H](C)c4cn([C@H](CO)Cc5ccccc5)nn4)[C@@H]3CC[C@H]2C1=O
 : -7.9, 9.8%
CC(C)OCCCNC(=O)C(NS(=O)(=O)c1ccc2c(c1)c(=O)n(C)c(=O)n2C)c1ccccc1 (centres undefined)
 : -1.2, -3.7%
O=C(NCc1ccc(Cl)cc1)c1ccc(Br)o1
 : ·, ?
CC(C)(C)C(=O)N(CCN(C(=O)C(C)(C)C)c1ccccc1)c1ccccc1
 : 12.1, 0.4%
Cc1ccc2nc(-c3ccccn3)c(Nc3ccccc3C)n2c1
 : -16.9, -4.4%
CC1(C)C(c2cccs2)=[N+]([O-])C2(CCCCC/C2=N\NC(N)=S)N1O (centres undefined)
 : ·, ?
C=CCn1c(NC(=O)c2ccc(C)cc2)c(C#N)sc1=N
 : 9.1, 10.6%
CSc1nsc(SC)c1NC(=O)OCc1ccccc1
 : -1.9, 14.6%
CSC1=C(C#N)C(c2cccc(Br)c2)CC(=O)N1 (centres undefined)
 : -9.9, 0.1%
C/C(O)=c1/ccc2cccc3nc(C)nc1c23
 : ·, ?
O=C(COc1ccc(Cl)cc1)N1CCN(c2ccc([N+](=O)[O-])c(N3CCOCC3)c2)CC1
 : 16.2, 5.8%
COc1ccc(CCN2C(=O)C3C4C=CC(C3C2=O)C2C(=O)N(CCc3ccc(OC)c(OC)c3)C(=O)C42)cc1OC (centres undefined)
 : ·, ?
Cc1cc(C)c(OCCCCCNCCO)c(C)c1
 : -17.5*, 25.9µM*
O=C(CSc1n[nH]c(-c2ccco2)n1)Nc1ccccc1Cl
 : ·, ?
O=C(Nc1nncs1)c1ccc(N2C(=O)C3C4C=CC(C4)C3C2=O)cc1 (centres undefined)
 : ·, ?
O=C(c1ccc(Cl)c([N+](=O)[O-])c1)N(Cc1ccc(F)cc1)C1CCS(=O)(=O)C1 (centres undefined)
 : 11.4, 2.4%
CN(c1ccccc1)S(=O)(=O)c1ccc(C(=O)Nc2nnc(-c3ccco3)o2)cc1
 : 5.5, -1.3%
C#CCOCCOCCOCCNc1nc(N2CCN(C(=O)[C@H]([C@@H](C)CC)n3cc(CCCN=C(N)N)nn3)CC2)nc(N2CCN(C(=O)[C@H](CCCCN)n3cc(CCCC)nn3)CC2)n1
 : 4.3, -10.7%
O=C(NCCc1cn2ccccc2n1)c1cc(COc2ccc3ncccc3c2)on1
 : ·, ?
COc1cccc(-n2c(=O)c3cc(OC)c(OC)cc3n(CC(=O)Nc3cc(C)[nH]n3)c2=O)c1
 : ·, ?
Cc1ccc2cccc(OCC(=O)Nc3ccc(N4CCOCC4)cc3)c2n1
 : ·, ?
Cc1ccc(S(=O)(=O)N2CCC(Oc3cccc(C(F)(F)F)c3)CC2)cc1
 : ·, ?

Reformatted as comma-separated lines: part of the list above
SMILES,Lipid storage S3 cell count max,Lipid storage S3
CN(c1ccccc1)S(=O)(=O)c1ccc(C(=O)Nc2nnc(-c3ccco3)o2)cc1,5.5,-1.3%
CSC1=C(C#N)C(c2cccc(Br)c2)CC(=O)N1 (centres undefined),-9.9,0.1%
CSc1nsc(SC)c1NC(=O)OCc1ccccc1,-1.9,14.6%
O=C(Nc1nncs1)c1ccc(N2C(=O)C3C4C=CC(C4)C3C2=O)cc1 (centres undefined),·,?

Reprinted at random: two records from the list.
Sequence of screens: Lipid storage S3 cell count max, Lipid storage S3
CCOc1ccc(N2C(=O)C3C(c4ccccc4F)NN(C(=O)c4ccc(C)cc4)C3C2=O)cc1 (centres undefined)
 : -0.9, -5.5%
C#CCOCCOCCOCCNc1nc(N2CCN(C(=O)[C@H]([C@@H](C)CC)n3cc(CCCN=C(N)N)nn3)CC2)nc(N2CCN(C(=O)[C@H](CCCCN)n3cc(CCCC)nn3)CC2)n1
 : 4.3, -10.7%

(more compounds)
Sequence of screens: Lipid storage S3 cell count max, Lipid storage S3
N#C/C(=C(/O)CN1CCOCC1)c1nc2ccccc2s1
 : 9.2, i
COC(=O)c1cc(S(=O)(=O)NC2CCC(C)CC2)cn1C (centres undefined)
 : ·, ?
CN(CC(=O)Nc1ccccc1)CC(=O)Nc1ccccc1Cl
 : ·, ?
O=C(CSc1nc(O)c(Cc2ccccc2F)c(=O)[nH]1)N1CCCCCC1
 : ·, ?
CCCN1CNC(=S)N(CCc2ccccc2)C1
 : -1.7, 10.7%
O=C(CSc1nc(N2CCCCC2)nc(N2CCCCC2)n1)c1ccccc1
 : ·, ?
CCc1ccc(-c2cc(C)no2)cc1S(=O)(=O)NCc1ccc(OC)c(OC)c1
 : -19.2, i
O=C1c2ccc3c4c(ccc(c24)C(=O)N1c1cccc(O)c1)CC3
 : ·, ?
CC(=O)c1cc(-c2ccccc2)n(CC(=O)Nc2ccc(C)c(C)c2)c1C
 : 18.3, 16.0%
CC(C)NC[C@H](O)COc1cccc2[nH]ccc12
 : 11.7, -0.9%
COc1cc2cc(CN(CCO)S(=O)(=O)c3ccccc3Cl)c(=O)[nH]c2cc1OC
 : ·, ?
CCOc1cc2[nH]c(=S)n(CCc3ccc(OC)c(OC)c3)c(=O)c2cc1OCC
 : ·, ?
CCN(CC)c1ccc(NC(=O)COC(=O)Cc2ccsc2)cc1
 : ·, ?
CCOC(=O)CSc1nnc(Cn2nnc(-c3ccccc3)n2)n1C
 : ·, ?
COc1ccc(C(NC(=O)C2CCCCC2)c2c(O)ccc3ccccc23)cc1 (centres undefined)
 : ·, ?
Nc1ccc2nc(-c3ccccn3)[nH]c2c1
 : 5.4, -1.0%
COc1cc(/C=N/N=C(\N)c2nonc2N)cc(OC)c1O
 : -5.2, 5.1%
Cc1nnc(SCc2ccc(Cl)cc2)n1CC1CCCO1 (centres undefined)
 : -14.9, -11.1%
Cn1ncc(Br)c1C(=O)NC1CCCCCCC1
 : ·, ?
CC(C)OCCCn1c(=O)c2ccccc2n2c(CCC(=O)NCc3ccccn3)nnc12
 : ·, ?
CC1CCCN(S(=O)(=O)c2ccc(N(C(=O)c3cnccn3)C(C(=O)NC3CCCCC3)c3cccs3)cc2)C1 (centres undefined)
 : ·, ?
COc1ccc(-n2c(=S)[nH]c3c(oc4ccccc43)c2=O)cc1
 : ·, ?
O=C(Nc1cn(-c2ccccc2)nc1-c1cccs1)c1ccco1
 : ·, ?
CN(C)CCCNC(=O)CC(c1ccccc1)c1ccccc1O (centres undefined)
 : ·, ?
CSc1ccc(S(=O)(=O)N2CCC(C(=O)N3CCOCC3)CC2)cc1
 : ·, ?
CC(CC(=O)N(C)c1c(N)n(Cc2ccccc2)c(=O)[nH]c1=O)c1ccccc1 (centres undefined)
 : 5.9, 12.2%
O=C(COC(=O)CCN1C(=O)c2cccc([N+](=O)[O-])c2C1=O)NCc1ccccc1
 : ·, ?
Cc1ccc(-c2c(C)sc3nc(CN4CCN(CC(=O)NC5CC5)CC4)[nH]c(=O)c23)cc1
 : ·, ?
CCOC(=O)c1[nH]c2c(c1-c1ccccc1)C(=O)CC(c1ccc(OC)c(OC)c1)C2 (centres undefined)
 : ·, 4.2%
O=C(NC1CCCCCC1)C(=S)NCc1ccccc1
 : 8.3, 16.1%
O=C(NCCCCl)C1CC(=O)N(CCc2ccc(F)cc2)C1 (centres undefined)
 : 6.8, -7.6%
Cc1ccc(C(=O)CCC(=O)Nc2ccccc2C)c(C)c1
 : ·, ?
CC(CNC(=O)C1CCCCC1)NC(=O)C1CCCCC1 (centres undefined)
 : -0.2, -6.6%
O=C1C2C3C=CC(CC3)C2C(=O)N1c1ccc([N+](=O)[O-])cc1 (centres undefined)
 : 5.7, 9.6%
CCOCCCNC(=O)C(c1ccc(C)cc1)N(Cc1ccc2c(c1)OCO2)C(=O)c1ccccn1 (centres undefined)
 : 19.1, 2.6%[9.22 µM]
CC(=O)Nc1cc(C(=O)N(C)Cc2ccccc2)ccc1S(=O)(=O)c1ccc(C)cc1
 : 5.2, 11.8%
CN(C)/C=C/C(=O)c1ncc(C(F)(F)F)cc1Cl
 : ·, ?
CN1C(=O)C2(C(C#N)=C(N)Oc3n[nH]c(-c4ccc(Cl)cc4)c32)c2ccccc21 (centres undefined)
 : ·, ?
COc1ccccc1N1C(=NC(=O)C2CCCCC2)SC2CS(=O)(=O)CC21 (centres undefined)
 : ·, ?
CC(C)COC(=O)n1c(SCC(=O)N(C)C)nc2ccccc21
 : -15.8, 14.3%
C=CCC(CC(O)COCCC)C(=O)NNC(=S)Nc1ccccc1 (centres undefined)
 : ·, ?
Cc1nn2c(N3CCN(c4ccccn4)CC3)cc(C(C)C)nc2c1-c1ccccc1
 : ·, ?
COc1ccc(Cn2c(CCCO)nc3ccccc32)cc1OC
 : ·, ?
O=C(C1=C(O)C(=O)N(c2ncccn2)C1c1ccc(F)cc1)c1ccco1 (centres undefined)
 : -16.1, -2.1%
CC(C)CCc1noc(CN2CCN(c3ccc(Cl)cn3)CC2)n1
 : -0.9, 7.7%
CN1CCN(C(CC(=O)Nc2cccc(O)c2)C(=O)O)CC1 (centres undefined)
 : ·, ?
OCCC1CN(CC2CCCCC2)CCN1C1CCCC1 (centres undefined)
 : 0.4, i
CN(C)CCCNS(=O)(=O)c1ccc(Oc2ncc(C(F)(F)F)cc2Cl)cc1
 : ·, ?
CN(C)[C@@H](CO)c1nnc([C@H](CCC(=O)O)NC(=O)C2CCNCC2)o1
 : -3.7, -13.4%
COc1ccc(/C=C(\C#N)C(=O)OCC(=O)Nc2ccc(C(C)(C)C)cc2)cc1
 : ·, ?
CSCCC(NC(=O)c1ccccc1Br)C(=O)NCC(c1ccco1)N1CCCCC1 (centres undefined)
 : -2.4, -6.0%
O=C(Nc1cccc([N+](=O)[O-])c1)Nc1ccc2c(c1)CCC2
 : ·, ?
CC(C)(C)c1cc(NC(=O)COC(=O)c2nccnc2N)n(-c2ccccc2)n1
 : ·, ?
O=C(Nc1ccc(Cl)cc1)Nc1csc([N+](=O)[O-])c1
 : -58.0, i
COc1ccc(C(CC(=O)O)NC(=O)c2ccco2)cc1 (centres undefined)
 : -7.1, -16.7%
CCc1c(-c2ccccc2)[n+](=O)c2c(n1[O-])CCC2
 : 4.7, -17.2%
Nc1cccc(CCc2nc3ccccc3[nH]2)c1
 : ·, ?
COc1ccc(COC(=O)c2cc(S(=O)(=O)N3CCCCC3)ccc2N2CCOCC2)cc1
 : ·, ?
COc1ccc2oc(=N)c(C(=O)Nc3ccc(Br)cc3)cc2c1
 : ·, ?
CCOC(=O)C1(Cc2cccc(F)c2)CCN(C(=O)c2cscn2)CC1
 : 7.0, 5.0%

Other entries follow.
Sequence of screens: Lipid storage S3 cell count max, Lipid storage S3
Cc1ccc(C)c(NC(=O)C2CCCN(S(=O)(=O)c3cccnc3)C2)c1 (centres undefined)
 : ·, ?
O=C(NCc1ccc2c(c1)OCO2)C1CCC(=O)N1C1CCCCC1 (centres undefined)
 : ·, ?
CCCOc1ccc(C(=O)Nc2nc(C)c(Cc3ccc4c(c3)OCO4)s2)cc1
 : ·, ?
Cc1ccc(Nc2c(-c3ccccc3O)nc3cnccn23)cc1
 : ·, ?
O=C(NCC1CCCO1)C1CCC(=O)N1Cc1ccc(F)cc1 (centres undefined)
 : ·, ?

Not all compounds are listed. The share of hits here may be higher or lower than overall.
